Screening results from PubChem.
mIDH1 inhibitor: human IDH1 R132H inhibition. IDH1-R132H enzyme, NADPH consumption, diaphorase/resazurin fluorescence. Potency, µM (top dose mostly 76.6 µM), without a hit: top-dose activity change, negative = inhibition, hits mostly inhibitors. 0.093% of 390,000 active. AID 602179; also: potency is read from the fitted curve at half-maximal effect; % is scaled to controls: 0 for no effect and ±100 for the full control effect; nearly all actives have a fitted effect of over 65% in size
Target sequence (O75874 whole entry R132H, stated change not applied): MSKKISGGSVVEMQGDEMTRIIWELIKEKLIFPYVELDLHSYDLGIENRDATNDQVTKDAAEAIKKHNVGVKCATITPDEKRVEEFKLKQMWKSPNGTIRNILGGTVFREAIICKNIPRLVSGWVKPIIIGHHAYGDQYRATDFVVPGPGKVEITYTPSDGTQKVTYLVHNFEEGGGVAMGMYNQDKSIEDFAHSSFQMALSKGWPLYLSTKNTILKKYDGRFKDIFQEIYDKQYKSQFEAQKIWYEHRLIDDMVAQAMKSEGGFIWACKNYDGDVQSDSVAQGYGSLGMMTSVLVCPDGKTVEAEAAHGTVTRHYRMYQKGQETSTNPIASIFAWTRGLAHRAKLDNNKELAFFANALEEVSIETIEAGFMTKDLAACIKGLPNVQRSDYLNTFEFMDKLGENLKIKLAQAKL
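IDH1-R132H (0.5 ug/mL) preincubated 30 min with compound, then NADPH (0.016 mM) and alpha-KG (2 mM) added; 80 min at RT, pH 7.5. Remaining NADPH coupled via diaphorase/resazurin to fluorescence (540/590 nm); concentration-response curves normalized to no-enzyme control.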
Vif-APOBEC3F blk: blocks the Vif interaction with APOBEC3F; HeLa A3F-eYFP + Vif (tagged APOBEC3F with the HIV-1 protein that degrades it), YFP fluorescence increase; 0.2% of 390,000 active; Potency, µM (top dose mostly 46.1 µM), without a hit: top-dose activity, negative = active; also: potency is read from the fitted curve at half-maximal effect; % of control where 0% means no effect; nearly all actives have a fitted effect of over 65% in size
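HeLa cells stably expressing Vif plus C-terminally eYFP-tagged A3F were seeded, incubated overnight at 37 deg C, dosed with compound, incubated overnight again at 37 deg C. Yellow fluorescence (Ex 488/Em 500-530) reported blocked Vif-mediated A3F-eYFP degradation.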
GRP78 ERSR act: inducers of ER stress response in human glioma cells; U87-MG GRP78 promoter luciferase reporter, 16 h; Potency, µM, for inactives: top-dose activation, hits mostly activators; 0.02% of 420,000 active; AID 602332; also: potency is read from the fitted curve at half-maximal effect; series mostly up to about 76 µM; % of control where 0% means no effect; nearly all actives have a fitted effect of over 35% in size
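Stably transfected U87-MG glioma cells carrying a GRP78-based luciferase sensor; 16 h compound incubation. Luminescence end-point read 10 min after Bright-Glo addition at room temperature.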
LDHA inh: blocks human lactate dehydrogenase A; P00338; purified LDHA, NADH/diaphorase-resazurin fluorescence; active compounds read low; activity change, % (values are at about 110 or 230 µM); 0.15% of 480,000 active; AID 1347041; in the data active = activity change below about -30%; inconclusive = mostly about -25% to -30%;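 also: plate controls were DMSO wells for no effect and wells without enzyme for full effect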
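Resorufin fluorescence (ex540/em590), read at 0 and 20 min after diaphorase/resazurin addition, reports the NADH left after a 5 min room-temperature reaction of 2 nM human LDH5 with 0.06 mM NADH and 0.2 mM pyruvate.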
USP1 inh: inhibitors of human USP1/UAF1 deubiquitinase; O94782; recombinant USP1/UAF1, Ub-Rhodamine cleavage fluorescence; Potency, µM (highest dose often 57.1 µM), inactives show at the top dose activity change, negative = inhibition, actives largely listed as inhibitors; 0.23% of 390,000 active; also: potency is read from the fitted curve at half-maximal effect; % is scaled to controls: 0 for no effect and ±100 for the full control effect; nearly all actives have a fitted effect of over 60% in size; inactives centre near -12
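USP1/UAF1 complex at 1 nM was preincubated with compound for 15 min at room temperature, then Ub-Rho substrate (150nM final) was added. Fluorescence (480/540 nm) was read kinetically, 6 reads every 60 seconds.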
PI4K2A block: PI4K2A (human) kinase inhibition | purified PI4K2A, ADP-Glo luminescence, 1 h; active compounds read low | 0.13% of 420,000 active | Q9BTU6 | activity change, negative = inhibition, % at 76.9 µM; in the data active = activity change below about -50%; inconclusive = mostly about -30% to -49%;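 also: -100% = wells without enzyme as full effect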
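ADP-Glo luminescence measured ADP generated by PI4K2A enzyme (4 ug/mL before mixing) with 1.2 mM PI substrate (pre-mix) and 300 microM ATP (pre-mix). Tris pH7.5 buffer with MgCl2, Triton X-100; 1 h reaction at ambient temperature.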
Vif-APOBEC3G blk: inhibitors of Vif-APOBEC3G interaction | HeLa A3G-eYFP + Vif (tagged APOBEC3G with the HIV-1 protein that degrades it), YFP fluorescence, overnight | 0.076% of 410,000 active | Potency, µM (series often up to 46.1 µM), inactives show top-dose activity, negative = active, hits mostly inhibitors | Q9HC16;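 also: potency is read from the fitted curve at half-maximal effect; % is scaled to controls: 0 for no effect and ±100 for the full control effect; nearly all actives have a fitted effect of over 60% in size; hits raise eYFP signal because A3G escapes Vif-driven loss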
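Read-out is eYFP fluorescence (Ex 488/Em 500-530) from Vif-expressing HeLa A3G-eYFP cells; more signal means A3G escaped Vif-mediated degradation. Cells plated overnight, compound pinned in, incubated overnight at 37 deg C.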
RXFP1 ag: agonists of human relaxin receptor RXFP1. Potency, µM (series often up to 57.5 µM), for inactives: top-dose activation, most hits filed as activators. HEK293T-RXFP1 cAMP TR-FRET, 30 min; response scale: percent of porcine relaxin response, buffer zero. 0.3% of 370,000 active; also: potency is read from the fitted curve at half-maximal effect; % is scaled to controls: 0 for no effect and ±100 for the full control effect; nearly all actives have a fitted effect of over 60% in size; many of its hits are not listed in these tables
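HEK293T cells stably expressing RXFP1 were pretreated with the PDE4 inhibitor Ro 20174, exposed to compounds for 30 min at 37C, lysed, and cAMP was read by TR-FRET. Data normalized to buffer (basal) and 29 nM porcine relaxin (100%).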
TrxR1 substrate: rat thioredoxin reductase 1 substrate activity; O89049; purified TrxR1 substrate turnover, NADPH consumption readout; Potency, µM (top dose mostly 114 µM), inactives show top-dose activity change, negative = substrate turnover; 0.01% of 390,000 active; AID 588456; also: potency is read from the fitted curve at half-maximal effect; % is scaled to controls: 0 for no effect and ±100 for the full control effect; nearly all actives have a fitted effect of over 50% in size
Target sequence (O89049 whole entry, looked up): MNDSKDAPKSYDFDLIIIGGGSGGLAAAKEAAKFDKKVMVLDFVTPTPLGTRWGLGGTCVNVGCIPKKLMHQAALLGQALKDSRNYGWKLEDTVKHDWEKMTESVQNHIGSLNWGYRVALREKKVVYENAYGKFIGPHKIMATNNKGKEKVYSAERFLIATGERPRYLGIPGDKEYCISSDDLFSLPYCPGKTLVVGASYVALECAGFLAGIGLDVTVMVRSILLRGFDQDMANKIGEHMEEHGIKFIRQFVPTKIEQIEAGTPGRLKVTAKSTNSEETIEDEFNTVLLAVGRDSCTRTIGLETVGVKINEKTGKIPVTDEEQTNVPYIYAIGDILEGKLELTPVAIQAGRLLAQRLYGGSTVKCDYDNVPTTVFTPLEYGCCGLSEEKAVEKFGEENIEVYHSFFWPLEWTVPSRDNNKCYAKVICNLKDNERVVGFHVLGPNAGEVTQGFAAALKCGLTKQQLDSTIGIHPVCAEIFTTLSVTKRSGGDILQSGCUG
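Rat TrxR1, dispensed at 90 nM, was prereduced with 400 uM NADPH (final) for 5 min at ~22 deg C, then incubated with compound 15 min before 400 uM selenite. A first-read NADPH fluorescence drop versus no-compound background flagged substrates.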
Numbers without * were called inactive; [ ] = dose if it differs, or a comment. Unless noted, calls follow the shape of the dose curve; as a rule, active = well fitted curve in the direction sought with a large enough effect; inconclusive = small, poorly fitted or top-dose-only effect, or another doubt; inactive = no such curve, though single readings can be large; an effect the other way counts as inactive or inconclusive.

`COC(=O)C1=C(c2cc3ccccc3o2)C[C@@H]2CC[C@H]1N2C(=O)NCc1ccc(F)cc1` gave mIDH1 inhibitor -9.2%, Vif-APOBEC3F blk 5.1%, GRP78 ERSR act -4.7%, LDHA inh -2.5, USP1 inh -26.2%, PI4K2A block 4.5, Vif-APOBEC3G blk -4.0% and TrxR1 substrate 3.9%[57.1 µM].
Screening CC(C)(C)c1nc(NCc2ccc3c(c2)OCO3)c2nnn(Cc3ccccc3Cl)c2n1 returned mIDH1 inhibitor -1.9%, Vif-APOBEC3F blk 1.3%, GRP78 ERSR act -4.7%, LDHA inh -3.6, USP1 inh -9.0%, PI4K2A block -0.4, Vif-APOBEC3G blk -0.2%, RXFP1 ag 0.3% and TrxR1 substrate -7.4%[57.1 µM].
Screening Cc1c(C(=O)N2CCC3(CC2)OCCO3)oc2ccccc12 returned mIDH1 inhibitor 2.6%, Vif-APOBEC3F blk -0.6%, GRP78 ERSR act -1.1%, LDHA inh -2.2, USP1 inh -9.5%, PI4K2A block 1.9, Vif-APOBEC3G blk -5.0%, RXFP1 ag -2.3% and TrxR1 substrate 5.2%.
Screening CCc1ccc(CN2CCN(Cc3cc(Br)ccc3O)CC2)cc1 returned mIDH1 inhibitor 2.0%, Vif-APOBEC3F blk -1.0%, GRP78 ERSR act -3.9%, LDHA inh -17.9, USP1 inh -29.7%, PI4K2A block -0.1, Vif-APOBEC3G blk 0.6%, RXFP1 ag -2.2% and TrxR1 substrate -0.5%[57.1 µM].
Screening O=C(O)Cn1cc(C(=O)c2ccccc2F)c2ccccc21 returned mIDH1 inhibitor 5.9%, Vif-APOBEC3F blk 1.4%, GRP78 ERSR act -5.8%, LDHA inh -3.2, USP1 inh -14.5%, PI4K2A block -2.3, Vif-APOBEC3G blk 0.4%, RXFP1 ag 1.3% and TrxR1 substrate -4.0%.
`CCCCn1nnnc1C(c1cccc(OC)c1OC)N1CCC2(CC1)C(=O)NCN2c1ccccc1` (configuration not stated) gave GRP78 ERSR act -2.0%, LDHA inh -4.1, PI4K2A block -1.1 and Vif-APOBEC3G blk 0.6%.
`Cc1ccccc1C1=NCC(=O)N(CC(=O)N2CCCCC2)c2sc(C)c(C)c21` gave mIDH1 inhibitor 9.7%, Vif-APOBEC3F blk 2.7%, GRP78 ERSR act -2.4%, LDHA inh -6.8, USP1 inh -19.1%, PI4K2A block -0.2, Vif-APOBEC3G blk -4.2%, RXFP1 ag 1.0% and TrxR1 substrate -5.7%.
Screening Clc1cccc(N2CCNCC2)n1 returned mIDH1 inhibitor 4.8%, Vif-APOBEC3F blk 3.3%, GRP78 ERSR act 5.0%, LDHA inh -3.0, USP1 inh -11.2%, PI4K2A block 2.8, Vif-APOBEC3G blk -1.5%, RXFP1 ag 0.2% and TrxR1 substrate 8.6%[57.1 µM].
Screening O=C(Cn1c(=O)n(Cc2ccccc2)c(=O)c2sc3ccccc3c21)NCc1ccccc1Cl returned mIDH1 inhibitor 13.3%, Vif-APOBEC3F blk inconclusive, GRP78 ERSR act -2.7%, LDHA inh 4.4, USP1 inh -13.9%, PI4K2A block -10.2, Vif-APOBEC3G blk 4.9%, RXFP1 ag 11.1% and TrxR1 substrate 10.3%.
COc1ccc(CN2Cc3cnnn3-c3ccccc3C2C)cc1 (configuration not stated) was read as mIDH1 inhibitor 2.3%[38.3 µM], Vif-APOBEC3F blk -7.0%, GRP78 ERSR act -1.4%, LDHA inh 0.4, USP1 inh -17.3%, PI4K2A block -2.2, Vif-APOBEC3G blk inconclusive and TrxR1 substrate -1.0%.
Cc1cccc(-n2c(O)c(/C=N/NC(=O)c3ccncc3)c(=O)[nH]c2=O)c1 was read as mIDH1 inhibitor 7.5%, Vif-APOBEC3F blk 2.3%, GRP78 ERSR act 1.5%, LDHA inh 2.0, USP1 inh inconclusive, PI4K2A block -4.8, Vif-APOBEC3G blk -0.1%, RXFP1 ag 3.3% and TrxR1 substrate -8.1%[57.1 µM].
For Cn1cc(/C=C2\C(=O)NC(=O)N(c3ccccc3)C2=O)c2ccccc21 the results were mIDH1 inhibitor 0.0%, Vif-APOBEC3F blk inconclusive, GRP78 ERSR act -1.6%, LDHA inh 2.8, USP1 inh inconclusive, PI4K2A block -9.0, Vif-APOBEC3G blk inconclusive, RXFP1 ag 24.1% and TrxR1 substrate -15.1%.
Screening O=[N+]([O-])c1cc(F)c(N2CCCCCC2)cc1N1CCNCC1 returned mIDH1 inhibitor 0.9%, Vif-APOBEC3F blk 3.4%, GRP78 ERSR act -2.6%, LDHA inh -3.6, USP1 inh -17.8%, PI4K2A block -1.5, Vif-APOBEC3G blk 0.0%, RXFP1 ag 2.1% and TrxR1 substrate 1.1%.
COc1ccc(C2SCC(=O)Nc3c2c(C)nn3C2CCOC(C)(C)C2)cc1 (configuration not stated) was read as mIDH1 inhibitor -1.3%, Vif-APOBEC3F blk -1.2%, GRP78 ERSR act -4.4%, LDHA inh -6.9, USP1 inh 3.3%, PI4K2A block 0.5, Vif-APOBEC3G blk 2.3%, RXFP1 ag 2.8% and TrxR1 substrate -7.7%.
For CC1=C2C(=O)C3C(CC=C4CC(O)CCC43C)C2CCC12OC1CC(C)CNC1C2C (configuration not stated) the results were mIDH1 inhibitor 9.2%, Vif-APOBEC3F blk -15.1%, GRP78 ERSR act -0.7%, LDHA inh 1.3, USP1 inh -9.8%, PI4K2A block 3.5, Vif-APOBEC3G blk -1.4%, RXFP1 ag 0.7% and TrxR1 substrate 10.6%.
`Cn1c(O)c(C=Nc2ccc3c(c2)CCC3)c(=O)n(C)c1=O` gave mIDH1 inhibitor 4.3%, Vif-APOBEC3F blk 0.0%, GRP78 ERSR act 0.4%, LDHA inh -6.3, USP1 inh -9.1%, PI4K2A block 39.6, Vif-APOBEC3G blk -0.7%, RXFP1 ag 5.5% and TrxR1 substrate 31.6%.
Screening Fc1ccc(CCNCc2ccccc2Cl)cc1 returned mIDH1 inhibitor 3.1%, Vif-APOBEC3F blk 1.8%, GRP78 ERSR act 2.6%, LDHA inh -3.4, USP1 inh -15.1%, PI4K2A block 0.2, Vif-APOBEC3G blk 3.5%, RXFP1 ag -0.7% and TrxR1 substrate 5.4%.
N[C@@H](Cc1ccccc1)C(=O)N1C[C@H]2C[C@@H](C1)c1cccc(=O)n1C2 was read as mIDH1 inhibitor -4.7%, Vif-APOBEC3F blk -5.8%, GRP78 ERSR act 1.0%, LDHA inh -1.4, USP1 inh -20.3%, PI4K2A block 5.3, Vif-APOBEC3G blk 3.1%, RXFP1 ag -3.4% and TrxR1 substrate -10.1%.
Screening S=P(N1CCCCCC1)(N1CC1)N1CC1 returned mIDH1 inhibitor 0.8%, Vif-APOBEC3F blk -10.8%, GRP78 ERSR act -5.2%, LDHA inh -7.7, USP1 inh -16.8%, PI4K2A block 1.0, Vif-APOBEC3G blk 7.5% and TrxR1 substrate 10.2%[57.1 µM].
COc1ccc(-n2c(=O)[nH]c3ccccc3c2=O)cc1 was read as mIDH1 inhibitor -0.8%, Vif-APOBEC3F blk 2.4%, GRP78 ERSR act -4.0%, LDHA inh -3.8, USP1 inh -5.4%, PI4K2A block 4.0, Vif-APOBEC3G blk 3.2%, RXFP1 ag 0.3% and TrxR1 substrate -6.2%.

The final 2 entries of the part before lead into the next:
Screening S=P(N1CCCCCC1)(N1CC1)N1CC1 returned mIDH1 inhibitor 0.8%, Vif-APOBEC3F blk -10.8%, GRP78 ERSR act -5.2%, LDHA inh -7.7, USP1 inh -16.8%, PI4K2A block 1.0, Vif-APOBEC3G blk 7.5% and TrxR1 substrate 10.2%[57.1 µM].
COc1ccc(-n2c(=O)[nH]c3ccccc3c2=O)cc1 was read as mIDH1 inhibitor -0.8%, Vif-APOBEC3F blk 2.4%, GRP78 ERSR act -4.0%, LDHA inh -3.8, USP1 inh -5.4%, PI4K2A block 4.0, Vif-APOBEC3G blk 3.2%, RXFP1 ag 0.3% and TrxR1 substrate -6.2%.
For CN(C)C(=O)Oc1ccc(OC(=O)N(C)C)cc1 the results were mIDH1 inhibitor 9.5%, Vif-APOBEC3F blk 6.8%, GRP78 ERSR act 1.8%, LDHA inh -1.2, USP1 inh -15.4%, PI4K2A block 2.1, Vif-APOBEC3G blk 1.9%, RXFP1 ag 1.2% and TrxR1 substrate 3.1%.
C=CCN1C(=O)NC(=O)/C(=C/c2ccc(OC)c(COc3ccc(NC(C)=O)cc3)c2)C1=O was read as mIDH1 inhibitor 3.0%, Vif-APOBEC3F blk 8.8%, GRP78 ERSR act -0.8%, LDHA inh -1.5, USP1 inh -22.2%, PI4K2A block inconclusive, Vif-APOBEC3G blk inconclusive, RXFP1 ag -1.7% and TrxR1 substrate -3.0%.
CSCCC(c1nnnn1-c1c(C)cccc1C)N1CCC2(CC1)C(=O)NCN2c1ccccc1 (configuration not stated) was read as GRP78 ERSR act -5.4%, LDHA inh -7.5, PI4K2A block 0.0 and Vif-APOBEC3G blk -1.3%.
Screening CN(c1ccccc1)c1ccc([N+](=O)[O-])c2nonc12 returned mIDH1 inhibitor 5.8%, Vif-APOBEC3F blk 16.5%, GRP78 ERSR act 1.0%, LDHA inh 3.2, USP1 inh -19.7%, PI4K2A block 0.3, Vif-APOBEC3G blk 3.0%, RXFP1 ag 1.8% and TrxR1 substrate -3.1%[57.1 µM].

These rows are one share of the data, so the mix of outcomes need not match the whole.
